Thrombin inh – thrombin (human) inhibition. P00734. alpha-thrombin, Boc-VPR-AMC fluorogenic substrate cleavage. inhibition, % at 5 µM. 0.26% of 220,000 active. AID 1046;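 active = inhibition at or above 40%; inactive = inhibition below 40%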;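 also: 0% = enzyme with no compound and 100% = wells without enzyme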
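Material: human alpha-thrombin protein; Also added: Boc-VPR-AMC substrate, 15 µM final; Timing: enzyme reaction carried out at room temperature; Signal: fluorescence, ex 355 nm, em 460 nm; Measure: % inhibition of thrombin; Controls: enzyme without compound as high, wells lacking enzyme as low.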
PPC-1+TRAIL kill – compounds killing PPC-1 cancer cells with TRAIL present (potentiator screen, no TRAIL-free arm); PPC-1 cells + TRAIL, ATPLite viability luminescence; 0.41% of 220,000 active; cell killing (% activity), % at 4 µM;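 active = cell killing above 50% in the first pass at 4 µM, then a duplicate retest at 5 µM averaging 50% or more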;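 also: plate controls were cells with TRAIL plus DMSO for no effect and medium-only wells lacking cells for full effect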
Calpain2 inh – inhibitors of pig calpain II; AID 1236; inhibition, % at 16 µM; purified calpain II, fluorogenic peptide substrate, 30 min; 0.37% of 220,000 active;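 active = inhibition above about 50%, limit read from the data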
TbHK1 inh – blocks Trypanosoma brucei hexokinase 1 activity. recombinant TbHK1, G6PDH-coupled NADH A340. inhibition, % at 10 µM. 0.11% of 220,000 active. AID 1430;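 active = inhibition of 50% or more in the single-dose primary screen; inactive = inhibition below 50%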
TRPML3 ag – agonists of human TRPML3 channel; HEK293 TRPML3-YFP, Fluo-8 calcium fluorescence; 100% = the carbachol control signal; AID 1448; 0.29% of 220,000 active; Q8TDD5; activation, % at 3 µM;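 active = activation above its plate's cutoff, the mean activation of the plate's test wells plus 3 SD, cut at about 12% in these data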;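 also: 0% = DMSO only wells and 100% = carbachol wells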
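Test system – HEK293 line with stable expression of human TRPML3-YFP channel · Control set – carbachol 87 µM final as high control (100%), DMSO as low control (0%) · Signal – Fluo-8 calcium dye fluorescence, ex 470-495, em 515-575 nm · Incubation – 1-h 37 °C dye load, 5-s basal, 120-s post-compound reads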
EBV gp42 inh – inhibitors of Epstein-Barr virus glycoprotein 42; Fluorescence polarization binding assay, mP read-out; 0.42% of 220,000 active; AID 1085; inhibition, % (tested at 21.74 µM); Q1HVG2; in the data active = inhibition above about 50%
Target sequence (Q1HVG2 whole entry, looked up): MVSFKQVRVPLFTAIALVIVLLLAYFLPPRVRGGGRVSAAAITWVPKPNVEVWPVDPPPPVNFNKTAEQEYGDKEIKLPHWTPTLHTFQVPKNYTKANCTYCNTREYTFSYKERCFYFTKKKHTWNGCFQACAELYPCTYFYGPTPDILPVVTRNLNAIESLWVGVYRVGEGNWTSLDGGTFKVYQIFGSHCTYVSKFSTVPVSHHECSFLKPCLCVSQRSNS
zfTRPN1 agonist – activates the zebrafish TRPN1 channel; HEK293 zebrafish TRPN1-YFP, Fluo-8 calcium fluorescence; 100% = response to 87 µM carbachol; activation, % at 3 µM; 0.18% of 220,000 active;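 active = activation above its plate's cutoff, the mean activation of test wells on that plate plus 3 SD, cut at about 19% in these data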;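 also: 0% = DMSO alone and 100% = 87 µM carbachol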
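Material: zebrafish TRPN1-YFP in HEK293 cells. Doses: one dose of 3 µM, 0.3% DMSO. Incubation: dye 1 h 37 °C plus 30 min RT. Measured by: intracellular calcium fluorescence with Fluo-8.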
KCC2 mod – KCC2 (human) Cl- transport modulation | Q9H2X9 | KCC2 cells, thallium flux FluoZin-2 fluorescence | B-score of Tl+ flux slope (higher = more flux/activation; lower = inhibition) at 10 µM | 2.2% of 190,000 active;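 active = thallium flux slope and its plate-corrected score both differing from the plate sample mean at a set confidence after two filtering rounds, in either direction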;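 also: slope of fluorescence scaled to starting intensity during 10 to 20 s after thallium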
Furin inh – blocks human furin protease activity. purified furin, fluorogenic substrate cleavage. inhibition, % at 30 µM. 0.061% of 220,000 active; in the data active = inhibition above about 25%; also: inactives centre near -15
Target sequence (P09958 108-714 limits assumed): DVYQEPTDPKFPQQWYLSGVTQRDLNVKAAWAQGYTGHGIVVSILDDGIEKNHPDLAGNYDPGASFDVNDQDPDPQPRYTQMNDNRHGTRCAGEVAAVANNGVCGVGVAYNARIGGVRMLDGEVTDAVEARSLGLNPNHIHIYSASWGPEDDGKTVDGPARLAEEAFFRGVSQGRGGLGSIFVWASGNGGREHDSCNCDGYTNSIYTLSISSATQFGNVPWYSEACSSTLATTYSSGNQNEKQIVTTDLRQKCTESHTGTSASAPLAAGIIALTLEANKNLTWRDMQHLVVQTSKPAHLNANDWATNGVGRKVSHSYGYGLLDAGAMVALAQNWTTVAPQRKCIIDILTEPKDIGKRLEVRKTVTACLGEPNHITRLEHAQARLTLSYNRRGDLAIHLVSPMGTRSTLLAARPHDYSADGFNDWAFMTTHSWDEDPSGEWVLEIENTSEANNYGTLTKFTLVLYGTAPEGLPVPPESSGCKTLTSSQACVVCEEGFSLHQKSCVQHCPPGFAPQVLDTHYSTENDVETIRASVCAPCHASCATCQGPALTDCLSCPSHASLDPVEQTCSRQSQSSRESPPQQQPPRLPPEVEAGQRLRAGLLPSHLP
An asterisk follows results filed as active; i = inactive; . = not tested or not shown; [ ] = another dose, or the depositor's remark. Compounds were not picked by outcome (roughly 3.6% active in at least one column).

SMILES | Thrombin inh | PPC-1+TRAIL kill | Calpain2 inh | TbHK1 inh | TRPML3 ag | EBV gp42 inh | zfTRPN1 agonist | KCC2 mod | Furin inh
O=C(CCC(=O)OCC(=O)c1ccc(-c2ccccc2)cc1)Nc1cccc(Cl)c1 | 1.7 | 20.0 | -15.7 | -9.3 | -0.2 | -18.4 | 0.1 | -1.1 | -23.9
COc1ccccc1-n1c(=O)oc2ccc(Cl)cc2c1=O | 1.0 | 9.8 | -29.0 | -14.4 | 11.5* | -13.7 | 24.1* | 0.229 | -12.5[20 µM]
C/C(=N\NC(=S)NCc1ccccc1)c1ccc(C#N)cc1 | 17.2 | 28.9 | 22.1 | 0.1 | 0.0 | 0.6 | -0.7 | -0.00205 | -10.3
COc1ccccc1NC(=O)CC1C(=O)NCCN1C(=O)Nc1ccc(Cl)c(Cl)c1 (centres undefined) | 1.0 | 21.5 | -73.9 | -10.5 | 0.7 | 3.7 | 1.9 | 0.0161 | -23.7[20 µM]
CCOC(=O)Cc1cc(=O)[nH]c(Nc2nc3ccccc3o2)n1 | -7.0 | 13.3 | -38.8 | -15.6 | -0.6 | -6.4 | -1.5 | 0.00285 | -21.3
COc1cc(C)ccc1OCCCOc1c(Cl)cccc1Cl | -8.1 | 16.8 | 31.1 | -7.3 | 0.4 | -13.4 | -0.7 | -0.439 | -18.4
CN1CCCC1=Nc1c2c(nc3ccccc13)N(C)CC2 | -4.5 | 24.9 | -25.3 | -17.8 | 0.2 | -14.2 | 1.4 | -1.07 | -86.0
Cn1c(S(=O)(=O)Cc2ccc(Cl)cc2)nc2ccccc21 | -1.3 | 0.2 | 13.1 | 9.9 | -0.8 | 0.3 | -1.0 | -0.703 | -0.7
COc1c2occc2c(OC)c2c(=O)cc(C)oc12 | . | 16.6 | 19.1 | -2.1 | 0.9 | -11.1 | -0.2 | -0.116 | -10.5
COc1ccc(CCNCC(=O)N2C(C)CCCC2C)cc1OC (centres undefined) | -1.5 | -3.4 | 17.4 | 8.0 | 1.2 | 3.5 | 1.7 | 0.875 | -10.6
O=S(=O)(Nc1nc2c(s1)CCCC2)c1ccc(F)cc1 | -4.3 | -10.3 | 7.9 | -3.5 | -0.3 | 3.4 | -0.6 | 0.00199 | -23.0[20 µM]
O=C(NCc1ccccc1)Nc1cccn(Cc2ccccc2)c1=O | -3.7 | 25.4 | 3.4 | 15.5 | 0.5 | 2.8 | 1.2 | 0.0397 | -17.7
CCOC(=O)C1=C(C)NC(c2cccs2)C(=O)N1 (centres undefined) | -2.3 | 4.3 | -6.8 | 0.4 | 1.1 | -21.8 | -0.1 | 0.259 | -16.9
CCCOc1ccc(C(=O)N2CCN(c3ccc(NC(=O)CC)cc3Cl)CC2)cc1 | -6.8 | 10.1 | 16.1 | -2.6 | 0.6 | 6.0 | 0.9 | -1.25 | -0.9[20 µM]
N=C1C(c2ccc(Br)cc2)=C(O)C2CCc3ccccc3N12 (centres undefined) | 3.4 | 13.9 | 1.4 | 4.2 | -0.9 | -23.0 | -1.2 | -1.21 | -4.9
Cc1ccc(CNC(=O)NC2CCCCC2)cc1 | -3.6 | 13.9 | -8.1 | -3.9 | 0.6 | -5.6 | 2.2 | 1.28 | -11.0[20 µM]
CCOc1ccc(Nc2nc(NCC3CCCO3)c3ccccc3n2)cc1 (centres undefined) | -2.3 | 25.9 | -28.9 | -12.8 | 0.3 | -17.4 | -0.1 | . | -12.1
Cn1cnc2cc(NC(=O)c3ccc(Cl)cc3)ccc21 | 20.7 | . | 12.9 | -5.8 | 0.3 | 1.7 | 1.1 | -0.0501 | -3.5
COCCN1Cc2cc3cc(C)ccc3nc2SC1=Nc1cccc(OC)c1 | 6.3 | 12.4 | 19.4 | -6.8 | -0.1 | 10.2 | -1.2 | -1.16 | -11.1
O=C(CSc1nnc(NC(=O)c2ccco2)s1)NC1CCCC1 | -0.8 | 5.2 | -3.9 | -34.3 | -0.6 | -0.4 | -1.0 | 1.3 | -12.3[20 µM]
CN(C)C(=O)c1nc2ccc(Cl)cn2c1CNCc1ccccc1OC(F)(F)F | -1.8 | 5.4 | -12.8 | -1.6 | -0.3 | -6.7 | 0.4 | . | -14.1
O=C(NCc1ccc2c(c1)OCO2)C1CCN(S(=O)(=O)N2CCOCC2)CC1 | 0.6 | 5.8 | 10.3 | -4.0 | 0.9 | 1.4 | 0.8 | 0.162 | -17.7
CC(C)NC(=O)c1ccccc1NC(=O)C1COc2ccccc2O1 (centres undefined) | 2.7 | -9.5 | 11.5 | 0.3 | -0.1 | -13.5 | 0.1 | 0.526 | -19.8[20 µM]
CC(/C=N/NC(=O)Cc1cccs1)=C\c1ccccc1 | -6.4 | 17.3 | 14.8 | -13.5 | -0.3 | -6.8 | -1.5 | . | -15.8
CCCC(c1nnnn1C1CCCC1)N1CCN(c2ccccc2F)CC1 (centres undefined) | 1.8 | -1.5 | -0.4 | 8.1 | -0.9 | -13.5 | -1.2 | . | -8.5

(cont.)
SMILES | Thrombin inh | PPC-1+TRAIL kill | Calpain2 inh | TbHK1 inh | TRPML3 ag | EBV gp42 inh | zfTRPN1 agonist | KCC2 mod | Furin inh
CC(C)NC(=O)Cc1ccc(Br)cc1 | -1.3 | 12.6 | -3.3 | -3.6 | 0.1 | 0.4 | -0.4 | 0.135 | -13.5[20 µM]
O=C(c1ccccc1)N1CCC(c2nc3c(nnn3Cc3ccco3)c(=O)[nH]2)CC1 | -8.5 | -4.1 | -32.0 | 5.7 | 0.3 | -2.9 | 1.4 | 0.519 | -14.5
CCN(CC)C(=O)c1sc(NC(=O)c2ccco2)c(C#N)c1C | -7.7 | 44.5 | 28.0 | -36.0 | 0.7 | 5.2 | 1.3 | -0.0923 | -24.6[20 µM]
O=C1OCCC1Sc1nnnn1-c1ccc(Cl)cc1 (centres undefined) | 2.8 | 12.8 | -16.2 | -5.1 | 1.4 | -10.2 | 1.0 | 0.0917 | -29.4
CCOc1ncccc1C(=O)Oc1ccc2c(c1)OCO2 | -4.2 | 14.5 | -24.5 | 6.8 | -0.8 | -11.8 | -0.6 | . | -8.3
N#Cc1cccc(C#N)c1Oc1ccc(S(=O)(=O)Nc2ccccc2)cc1 | -0.2 | 0.2 | 24.1 | -6.2 | 1.1 | -13.9 | 5.6 | -0.278 | -17.7
O=C(c1ccc(-c2ccc(Cl)cc2)o1)N1CCN(c2ccc([N+](=O)[O-])cc2Cl)CC1 | -11.2 | 2.5 | -2.3 | -20.7 | 1.1 | -14.3 | -0.4 | . | -18.2
COc1cc(/C=N/NC(=O)CN(CCc2ccccc2)S(=O)(=O)c2ccc(NC(C)=O)cc2)cc(OC)c1OC | 9.3 | 14.4 | -10.5 | 22.5 | 0.7 | -1.8 | 0.7 | -0.31 | 1.5
Cc1cccc(C)c1NC(=O)Cn1c(=O)n(CCCC(=O)NCc2ccco2)c(=O)c2sccc21 | -3.6 | 5.6 | 17.2 | -0.4 | 0.6 | -7.4 | -1.1 | -0.0136 | -18.5
Cc1noc(C)c1CSc1nc2ccccc2c(=O)n1-c1ccc(F)cc1F | 0.4 | 4.4 | 76.7* | -1.9 | -0.3 | -1.7 | -1.8 | . | -21.6
Cc1ccc(NC(=S)N(CCN(C)C)Cc2cccs2)cc1C | -6.7 | 20.6 | 41.4 | 11.6 | 0.5 | 12.1 | 0.3 | 1.5 | -9.9
CCN(CCCNC(=O)c1c(C)cc(=O)oc1C)c1cccc(C)c1 | 4.5 | -19.4 | 14.9 | -27.7 | -1.0 | -19.3 | -0.5 | . | 16.0
CCOC(=O)Cn1c(C(C)=O)nc2ccccc21 | -1.7 | 6.5 | -35.3 | -11.9 | -0.3 | -18.6 | 0.9 | 1.61 | -21.8
O=C(Nc1ccc(Cc2ccncc2)cc1)c1cccs1 | 2.2 | 12.4 | -13.2 | 2.4 | 1.6 | -5.3 | 2.8 | 2.32 | -19.2
NC(=O)NC(=O)COC(=O)c1ccc(OC(F)(F)F)cc1 | -2.5 | 4.1 | 3.4 | -0.6 | 0.6 | -2.2 | -0.2 | -0.063 | -14.8
COc1ccc(C(=O)N/N=C\c2coc3ccccc3c2=O)cc1 | 1.0 | -4.5 | -16.0 | -16.7 | 0.3 | -9.0 | 0.9 | . | -16.7
O=C(NN1CCOCC1)c1ccc(Br)s1 | 2.3 | 5.6 | -11.4 | -6.2 | 0.8 | -0.5 | 0.7 | 0.9 | -20.3
Cn1c(=O)[nH]c(=O)c2[nH]c(N(Cc3ccccc3)Cc3ccccc3)nc21 | -13.2 | 12.8 | 64.5* | 5.5 | -1.9 | 0.7 | -2.5 | -0.608 | -14.8
COc1ccc(NC(=O)CSc2nc3c(c(=O)[nH]2)CCC3)cc1OC | -5.8 | 16.8 | -6.0 | 2.7 | 0.0 | -9.8 | 0.2 | 0.883 | -24.3
COc1cc2c(cc1OC)CN(c1nc(CN3CCCC3)nc3sc(C)c(C)c13)CC2 | -0.3 | 30.9 | 22.1 | 6.8 | 0.6 | -18.3 | 0.7 | -1.03 | -4.6
COc1cccc(NC(=O)CSc2nnc(CNC(=O)c3ccccc3)n2C)c1 | -7.8 | 22.0 | -9.1 | 3.1 | 0.1 | -5.3 | 0.1 | 0.357 | -15.1[20 µM]
O=C(NCCCCCNC(=O)c1ccco1)c1ccco1 | -7.7 | 17.4 | -14.5 | 6.1 | 0.3 | -4.0 | 1.1 | 1.06 | -7.1
CCOc1ccc2c(c1)nc(C)n2C | -4.9 | -3.2 | 15.6 | -2.2 | 0.4 | -13.2 | 1.5 | 1.04 | -8.7
COc1cc(S(=O)(=O)N2CCOCC2)ccc1NC(=O)COC(=O)COc1ccccc1 | 50.2* | -5.6 | 1.0 | -0.6 | -0.3 | -19.6 | 0.4 | 0.00391 | -21.8
O=C(Nc1ccccc1)Nc1ccc2nnsc2c1 | -0.6 | 16.0 | 15.5 | -5.8 | 7.7 | 2.8 | 18.1 | -1.04 | -5.1
Cc1ccc2nc(N(CCN(C)C)C(=O)c3cc(Cl)sc3Cl)sc2c1 | -8.8 | -0.4 | 10.9 | 2.6 | 0.8 | 1.2 | 0.2 | 0.974 | -11.0
Cc1ccc(C(=O)Nc2ccc(Cl)cc2C)c(Cl)c1 | -3.4 | 43.5 | 16.5 | 6.9 | 0.2 | 8.7 | -0.8 | 0.18 | -16.9
Cc1cc(=O)oc2cc(NC(=O)CCC(=O)O)ccc12 | -2.0 | 8.7 | i | -22.2 | -0.1 | -0.8 | -0.1 | -0.145 | -61.8[20 µM]

Assay outcomes as filed in PubChem.
